Screening data deposited in PubChem by several laboratories.
MOR-DOR inv ag = inverse agonist of human OPRM1-OPRD1 heterodimerization. P35372+P41143. cell-based MOR-DOR heterodimer luminescence, inverse agonism. AID 504357. inhibition, % at 9.3 µM. actives 0.21% (n = 340,000); in the data active = inhibition above about 22%, passing the limit was not always enough;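 also: 0% = cells with DMSO and 100% = wells without cells with DMSO; values of inactives mirror those of a sister screen read the other way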
Target sequence (P35372 whole entry, looked up): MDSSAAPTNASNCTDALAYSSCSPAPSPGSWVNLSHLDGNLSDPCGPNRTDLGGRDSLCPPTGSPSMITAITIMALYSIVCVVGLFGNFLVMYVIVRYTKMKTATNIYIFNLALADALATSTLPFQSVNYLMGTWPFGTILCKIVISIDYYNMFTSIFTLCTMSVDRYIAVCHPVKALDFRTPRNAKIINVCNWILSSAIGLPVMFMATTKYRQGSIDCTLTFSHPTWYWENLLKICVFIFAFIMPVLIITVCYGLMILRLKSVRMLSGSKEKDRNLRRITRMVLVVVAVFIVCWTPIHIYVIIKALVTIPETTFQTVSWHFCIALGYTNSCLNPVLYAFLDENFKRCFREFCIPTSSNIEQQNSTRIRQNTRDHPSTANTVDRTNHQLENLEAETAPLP
Target sequence (P41143 whole entry, looked up): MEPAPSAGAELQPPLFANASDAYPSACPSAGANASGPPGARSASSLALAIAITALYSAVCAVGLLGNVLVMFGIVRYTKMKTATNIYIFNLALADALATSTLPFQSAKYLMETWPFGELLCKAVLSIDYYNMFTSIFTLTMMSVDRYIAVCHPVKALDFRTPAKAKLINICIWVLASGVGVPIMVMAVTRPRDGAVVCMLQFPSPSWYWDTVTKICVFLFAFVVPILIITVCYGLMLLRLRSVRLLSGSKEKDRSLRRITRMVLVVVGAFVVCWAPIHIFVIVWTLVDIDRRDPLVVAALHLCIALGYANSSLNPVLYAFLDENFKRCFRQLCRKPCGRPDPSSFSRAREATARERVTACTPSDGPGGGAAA
V-ATPase pH = alters yeast V-ATPase proton transport; actives 0.37% (n = 350,000); S. cerevisiae, pHLuorin cytosolic pH fluorescence; AID 504577; response, % at 10 µM; in the data active = response mostly above about 7.3%, no sharp cut-off; inactive = mostly below about 5.4%; also: actives read high; inactives centre near 0; some compounds called inactive have numbers as strong as hits; reference of the scale not given here
CAL PDZ FP = inhibitors of human CAL PDZ peptide binding. Q9HD26. purified CAL PDZ, TMR-peptide fluorescence polarization, 1 h. inhibition, % at 24.9 µM. actives 0.92% (n = 300,000). AID 602252;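 active = mean inhibition of at least 30% with at least half of replicates also reaching 30%; inconclusive = no clear call, values can overlap the other calls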;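 also: 0% = DMSO neutral control and 100% = excess unlabeled competitor peptide PRC23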
Keap1-Nrf2 PPI = disrupts human Keap1 binding to Nrf2 peptide. Q14145. Keap1 Kelch-Nrf2 peptide fluorescence polarization, 1536-well. inhibition, % at 9.4 µM. actives 0.15% (n = 340,000). AID 504523; in the data active = inhibition above about 12%; inconclusive = no clear call, values can overlap the other calls; inactive = below about 7.3%;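 also: human Keap1 Kelch domain with fluorescein labeled Nrf2 9mer peptide probe; 0% = neutral control wells and 100% = peptide positive control; higher means more block of Keap1 binding to Nrf2 peptide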
OPRM1-OPRD1 ag = OPRM1-OPRD1 heterodimerization agonism; P35372+P41143; cells, luminescence; actives 0.3% (n = 340,000); activation, % at 9.3 µM; in the data active = activation above about 18%;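 also: 0% = vehicle-treated cells and 100% = reference agonist; values of inactives mirror those of a sister screen read the other way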
cardiac RTF act = increases calcium sensitivity of human cardiac regulated thin filaments; P19429+P45379; activation, % at 7.2 µM; IANBD-labeled TnC RTF fluorescence at EC20 calcium; 0% EC20 calcium, 100% full calcium; actives 0.24% (n = 340,000); AID 493008;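 active = activation above the mean over all tested compounds plus 3 SD, cut at about 30% in these data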;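 also: rise in fluorescence read as greater calcium sensitivity of cardiac thin filaments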
RTF Ca sens inh = cardiac RTF calcium desensitization; inhibition, % at 7.15 µM; actives 0.12% (n = 340,000); P19429+P45379; AID 493244; IANBD-labeled cardiac RTF, Ca2+ fluorescence;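 active = inhibition above the mean inhibition of all tested compounds plus 3 SD, cut at about 17% in these data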;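 also: assay run at fixed EC70 calcium of 1.6 mM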
C-LANA FP = blocks KSHV LANA C-terminal domain binding to DNA; MBP-C-LANA/FAM-LBS DNA binding, fluorescence polarization; inhibition, % at 9 µM; actives 0.078% (n = 340,000); AID 504423;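 active = highest replicate inhibition at or above 60% at 9 µM, even if other replicates fall short; inactive = all replicates below 60% inhibition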;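 also: 0% = neutral control wells and 100% = 4 µM acridine orange control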
HTR5A inv ctr = inverse agonist of human HTR5A in OPRM1-OPRD1 counter-screen | P47898 | HTR5A cell line, luminescence, inverse agonism | inhibition, % at 9.3 µM | actives 0.083% (n = 340,000); in the data active = inhibition mostly above about 23%, no sharp cut-off; inactive = mostly below about 18%;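 also: 0% = cells with DMSO and 100% = no-cell wells with DMSO; some compounds called inactive have numbers as strong as hits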
HTR5A ag = activates human HTR5A in OPRM1-OPRD1 agonist counter-screen; HTR5A agonist assay, luminescence, cell-based; actives 0.61% (n = 340,000); P47898; activation, % at 9.3 µM; in the data active = activation mostly above about 9.5%, no sharp cut-off; inactive = mostly below about 7.6%;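 also: 0% = cells with vehicle only and 100% = reference agonist; strong numbers were not always called active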
The depositor's hits bear a star; ? = inconclusive; nt = no result given. Outcome played no part in choosing rows; any-hit rate near 2.8%.

SMILES	MOR-DOR inv ag	V-ATPase pH	CAL PDZ FP	Keap1-Nrf2 PPI	OPRM1-OPRD1 ag	cardiac RTF act	RTF Ca sens inh	C-LANA FP	HTR5A inv ctr	HTR5A ag
Cc1ccccc1Nc1nc(N)nc(CSCc2c(C)noc2C)n1	-13	0	-3	5	2.2	-9	-17	-2.5	1	7
Nc1ncncc1-c1ccccc1Cl	19	-2	-1	-1	-3.6	-3	5	0.8	-19	5
COC(=O)C(Cc1ccc(O)cc1)NC(=O)C(C)Oc1ccccc1 (configuration not stated)	9	-4	4	-7	-1.5	-3	1	0.4	17	10
CCC(=O)OCCNc1cc(Sc2nccn2C)c2nonc2c1[N+](=O)[O-]	42*	3	-3	6	-8.0	9	-3	0.8	15	-4
CC1CCN(C(=O)CSc2ccc(-c3ccc(F)cc3)nn2)CC1	-3	1	6	-7	0.6	7	2	1.6	-13	-2
O=C(O)CCc1ccc(-c2ccccc2)n1NC(=O)c1ccco1	3	4	-6	-1	-0.6	-5	-5	1.6	13	10
CCn1c(CCC(N)=O)nnc1SCC(=O)Nc1cccc(S(=O)(=O)N2CCCC2)c1	9	3	-3	0	-2.2	1	-6	0.3	3	-1
O=C(NC(=S)NCc1ccccc1)c1ccccc1[N+](=O)[O-]	6	-3	-4	0	-1.1	4	-3	-1.8	-4	2
O=C(NCCCc1ccccc1)c1cc(COc2ccc(F)cc2Cl)on1	-3	4	-1	-5	0.6	2	3	-0.4	-22	0
CC(C)n1c(Nn2cnnc2)nc2ccccc21	5	2	-6	6	-1.2	0	-12	-0.3	17	1
CC(=O)c1cccc(NC(=O)c2ccc(N(Cc3ccc(C)cc3)S(C)(=O)=O)cc2)c1	1	-4	-5	-6	-0.2	-3	0	-0.3	-8	-3
Nc1c(N(Cc2ccccc2)C(=O)COc2ccc([N+](=O)[O-])cc2)c(=O)[nH]c(=O)n1Cc1ccccc1	2	-2	-6	-4	-0.5	1	-6	0.0	-2	7
CCOc1ccccc1NC(=O)N1CCC(c2nc3ccc(C)cc3[nH]2)CC1	7	1	-4	2	-1.2	2	-4	0.4	-23	1
CCn1nnnc1SCC(=O)Nc1cc(C)on1	2	0	-2	-1	-0.5	-4	-6	1.2	24	0
CN(C)C(CNC(=O)CSc1nnc(-c2ccco2)o1)c1ccccc1 (configuration not stated)	-40	-1	-2	-3	7.7	1	-15	-0.4	-6	0
COCCCN1C(=O)N(c2ccc(F)cc2)C(=O)C1CC(=O)Nc1ccccc1 (configuration not stated)	10	0	-8	2	-2.2	1	-9	-2.4	11	-3
Cc1ccc(NC(=O)C(c2ccccc2)N2CCN(CC(=O)NC3CC3)CC2)cc1 (configuration not stated)	15	-4	-3	-7	-3.6	3	3	1.4	12	5
COc1ccc(S(=O)(=O)Cc2ccc(C(=O)NC3CCC(C)CC3)o2)cc1 (configuration not stated)	18	-3	0	-4	-3.4	-8	6	-2.0	14	-1
COCc1nnc(NC(=O)c2ccc(S(=O)(=O)N3CCCCCC3)cc2)o1	10	-3	-1	-1	-1.6	3	-7	-1.2	5	-4
COc1cc(-c2nc3ccccn3c2NCC2CCCO2)ccc1O (configuration not stated)	13	-3	nt	0	-2.5	2	-4	1.0	-6	2
O=C(Nc1ccc2c(c1)OCO2)c1cc2n(n1)C(C(F)(F)F)CC(c1ccccc1)N2 (configuration not stated)	-24	-3	-1	-1	4.8	-4	7	-0.1	0	-5
C/C(=N\O)c1c(C)c2ccccc2n1C	9	3	1	-8	-1.6	4	3	-0.4	14	2
O=Cc1cc(N=Nc2ccc(S(=O)(=O)O)cc2)ccc1O	20	1	-5	-4	-3.7	0	-8	0.2	-11	-5
O=C1CC(c2ccco2)CC(O)=C1C=NCCN1CCNCC1 (configuration not stated)	14	-2	0	1	-2.3	-2	1	-1.1	8	7
CC(=O)Nc1cccc(NC(=O)CSc2nccn2Cc2ccc(F)cc2)c1	4	-1	-5	-1	-0.9	-3	3	-0.7	-2	1
O=C(NC1CCCCC1)c1sc(=S)n2c1[nH]c(=O)c1ccccc12	11	3	8	-3	-1.9	9	-6	1.4	-5	-4
S=C(Nc1ccc2cn[nH]c2c1)Nc1ccccc1Cl	5	8	2	-3	-0.8	-1	-10	-0.3	-4	-2
CC(=O)Nc1ccc(S(=O)(=O)N2CCc3c(Cl)cccc3C2)cc1	-19	7	-5	-8	3.6	14	-15	0.1	18	-6
Cc1ccc(Cn2c(=O)c3ccccc3n3nc(C)cc23)cc1	1	-1	1	-5	-0.2	6	-6	0.8	-7	-1
CC(C)(O)C#Cc1ccc(C(=O)N2CCCC(CCC(=O)NCc3ccccc3F)C2)cc1 (configuration not stated)	20	-5	1	1	-3.9	4	1	-2.5	-20	5
COc1ccc(COCC(O)CN2CCC(C(N)=O)CC2)cc1OC (configuration not stated)	13	1	-2	1	-2.1	4	-24	-0.7	3	-1
COc1cc2cc(C(C)(C)O)oc(=O)c2cc1OC	14	6	-8	-2	-2.7	11	-2	3.0	3	0
CCOC(=O)c1nn(-c2ccccc2)c2nc(Nc3ccccc3)cc(=O)n12	-11	-1	-7	-1	2.0	-2	-7	-1.6	2	-1
Brc1cc(Cc2nnc(-c3ccccc3)o2)c(Br)s1	-1	13	-4	-2	0.2	2	-5	-1.5	-6	-2
COCCn1cnc2c(c1=O)c1nc3ccccc3nc1n2/N=C/c1ccco1	10	-2	3	-1	-1.9	1	4	-0.9	6	5
CSCCC1NC(=O)N(C(C)C(=O)Nc2cc(Cl)cc(Cl)c2)C1=O (configuration not stated)	2	-1	-5	2	-0.4	1	-3	0.7	5	-2
CC(=O)Nc1ccc(NC(=O)CCc2nc3sc4c(c3c(=O)[nH]2)CCCC4)cc1	20	-1	0	2	-3.1	1	11	-0.3	4	0
COc1ccc(CCC(C)NC(=O)CCc2ccccc2)c(OC)c1 (configuration not stated)	13	-4	12	0	-2.5	-1	-2	-0.2	9	-2
Oc1c(CN2CCCCC2)ccc2cccnc12	-3	1	-3	0	0.5	-5	-9	-3.2	-18	5
COC(=O)C1=C(C)NC(C)=C(C(=O)OC)C1c1cc2cc(C)ccc2[nH]c1=O	13	-3	-7	4	-2.4	5	3	-2.0	-12	1

Among those listed so far, 5 have a Cl atom:
SMILES	MOR-DOR inv ag	V-ATPase pH	CAL PDZ FP	Keap1-Nrf2 PPI	OPRM1-OPRD1 ag	cardiac RTF act	RTF Ca sens inh	C-LANA FP	HTR5A inv ctr	HTR5A ag
Nc1ncncc1-c1ccccc1Cl	19	-2	-1	-1	-3.6	-3	5	0.8	-19	5
O=C(NCCCc1ccccc1)c1cc(COc2ccc(F)cc2Cl)on1	-3	4	-1	-5	0.6	2	3	-0.4	-22	0
S=C(Nc1ccc2cn[nH]c2c1)Nc1ccccc1Cl	5	8	2	-3	-0.8	-1	-10	-0.3	-4	-2
CC(=O)Nc1ccc(S(=O)(=O)N2CCc3c(Cl)cccc3C2)cc1	-19	7	-5	-8	3.6	14	-15	0.1	18	-6
CSCCC1NC(=O)N(C(C)C(=O)Nc2cc(Cl)cc(Cl)c2)C1=O (configuration not stated)	2	-1	-5	2	-0.4	1	-3	0.7	5	-2

Next part.
SMILES	MOR-DOR inv ag	V-ATPase pH	CAL PDZ FP	Keap1-Nrf2 PPI	OPRM1-OPRD1 ag	cardiac RTF act	RTF Ca sens inh	C-LANA FP	HTR5A inv ctr	HTR5A ag
NC(=S)NNC(=O)[C@@H]1CCCC[C@@H]1C(=O)O	2	-1	0	-5	-0.4	-5	-2	-0.9	19	0
CN(/C=C/C(=O)C(F)(F)F)Cc1ccccc1	0	2	nt	-4	0.1	-2	-10	3.5	13	5
Cc1cccc(CSc2nc3c(cc2C#N)CCC3)c1	-2	0	-3	1	0.4	1	-2	0.0	-3	1
CCc1nnc(NC(=O)c2cc(-c3ccccn3)nc3ccc(Br)cc23)s1	0	-2	0	-5	0.0	0	6	1.4	19	1
COc1ccc2c(c1)C(=NNC(=O)c1ccccn1)c1cc(OC)ccc1-2	19	-2	0	-5	-2.9	-5	1	-2.0	15	-6
C1CCN(c2c3c(nc4nnnn24)CCCC3)CC1	15	-1	-1	2	-3.2	2	-13	0.4	14	-6
COc1ccc2c(C#CCCO)c(-c3ccc(S(C)(=O)=O)cc3)sc2c1	4	-2	-2	-3	-0.8	-5	-21	-0.5	-45	13*
O=C(O)CCCn1c(O)c(C=C2N=c3ccccc3=N2)sc1=S	0	-2	1	-7	0.1	-1	3	-1.1	10	-3
COc1cccc(Nc2nc(NCCO)c3ccccc3n2)c1	-1	-5	-3	0	0.3	-6	5	-3.6	-14	6
Cc1cc(C)c(NC(=O)COC(=O)C2CCCO2)c(C)c1 (configuration not stated)	11	-3	nt	?	-2.1	-1	4	-0.9	10	-3
O=C(NNS(=O)(=O)c1ccccc1)C1CC(c2cccnc2)=NO1 (configuration not stated)	14	1	3	-1	-2.6	4	-3	-1.3	-5	2
COc1ccc(N2CCN(c3cnc4ccccc4n3)CC2)cc1	-5	5	4	1	0.9	10	-4	0.7	-7	3
COc1cc(/C=C2\N=C3CCCCCN3C2=O)ccc1O	7	-8	-3	-30	-1.2	18	-5	-19	-3	3
COC(=O)c1ccc(NC(=O)C2CCCN2S(=O)(=O)c2ccc(F)cc2)cc1 (configuration not stated)	-1	6	-3	-2	0.1	3	-5	-0.5	3	2
CCCCn1ccnc1C	16	-3	0	-2	-3.2	5	-8	-0.2	-10	3
C=CCNC(=S)Nc1ccc(Cl)cc1	-1	3	3	6	0.2	-3	-2	-0.1	-5	2
Cc1ccsc1C(=O)Nc1ccc(S(=O)(=O)N2CCOCC2)cc1	2	-1	-4	-1	-0.6	2	-1	-1.3	11	-5
CSc1nc(-c2ccco2)nn1C(=O)c1ccco1	13	2	nt	2	-2.4	-8	-6	0.9	2	-1
C#CCOCCOCCOCCNc1nc(N2CCN(C(=O)[C@H]([C@@H](C)CC)n3cc(CCCCN)nn3)CC2)nc(N2CCN(C(=O)[C@H](CCCCN)n3cc(CCCC)nn3)CC2)n1	12	1	2	-3	-2.2	1	-4	0.8	-3	3
Cc1ccc(Nc2nc(N)nc(CSc3nnc(-c4ccncc4)o3)n2)cc1	0	0	-2	-1	0.1	3	-14	0.6	-39	3
Cc1ccc(S(=O)(=O)N2[C@@H](c3cccc(Cl)c3)C(C(=O)O)=CC[C@H]2c2ccc3c(c2)OCO3)cc1	12	1	0	0	-2.2	-1	-8	-0.2	17	-1
O=C([C@H](Cc1ccc(O)cc1)n1cc(CCO)nn1)N1CCNCC1	14	0	1	-2	-3.0	0	1	-0.7	-8	2
OC(c1ccccn1)C1CCN(Cc2nc(C(c3ccccc3)c3ccccc3)no2)CC1 (configuration not stated)	15	2	1	1	-3.0	-6	-7	0.8	-22	8
COc1ccc(N2CC(C(=O)Nc3cccnc3)CC2=O)cc1 (configuration not stated)	-9	0	14	1	1.2	-3	-3	-0.6	-9	3
COc1ccc(S(=O)(=O)N(CC(=O)NC2CC2)C2CCCCC2)cc1Cl	9	0	5	1	-2.0	5	-2	-0.6	-22	0
COc1cccc(-c2nn[nH]n2)c1O	3	1	0	-5	-0.6	5	-10	1.4	-3	1
Cc1cccc(/C=N\NC(=O)c2csnn2)c1	18	-1	-1	-3	-4.2	-3	-4	0.5	-25	-1
